# UBC13 polyUb – UBC13 polyubiquitin chain formation inhibitors, primary screen, biochemical, TR-FRET, uHTS; inhibition, % at 20 µM; 0.47% of 330,000 active; in the data active means inhibition above about 45%, passing the limit was not always enough
# Target sequence (P61088 whole entry, looked up): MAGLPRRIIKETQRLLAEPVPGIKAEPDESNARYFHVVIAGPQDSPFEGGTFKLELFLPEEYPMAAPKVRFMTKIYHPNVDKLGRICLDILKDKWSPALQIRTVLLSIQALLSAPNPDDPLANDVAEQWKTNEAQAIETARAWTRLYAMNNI
# SENP8 block-1 – SENP8 protease inhibitors, primary screen, biochemical, luminescence; AID 2540, 2010; Sentrin-specific protease 8 (Homo sapiens), Q96LD8; inhibition, % at 10 µM; 1.2% of 330,000 active; purified SENP8, Z-RLRGG-aminoluciferin cleavage; in the data active means inhibition above about 50%
# Target sequence (Q96LD8 whole entry, looked up): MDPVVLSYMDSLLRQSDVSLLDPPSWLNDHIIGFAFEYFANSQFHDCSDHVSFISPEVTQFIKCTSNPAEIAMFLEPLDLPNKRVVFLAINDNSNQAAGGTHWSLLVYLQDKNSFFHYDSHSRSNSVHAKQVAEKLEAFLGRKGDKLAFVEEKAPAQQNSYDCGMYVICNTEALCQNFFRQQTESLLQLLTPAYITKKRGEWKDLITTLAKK
# Apaf-1 inh – inhibitors of human Apaf-1 apoptosome, primary screen, biochemical, DEVD-Rh110 fluorescence, uHTS; Apoptotic protease-activating factor 1 (Homo sapiens), O14727; reconstituted apoptosome caspase-3 activity; inhibition, % at 20 µM; 0.71% of 330,000 active; active means inhibition of at least 40% at 20 µM;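 further: plate controls were DMSO wells for no effect and DEVD-CHO caspase inhibitor wells for full effect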
#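 Assay system – apoptosome proteins · Medium – Hepes buffer, pH 7.5 · Also added – cytochrome c with DEVD-Rh110 · Timing – 30 min compound preincubation, 50 min activation, room temperature · Detection – Rh110 fluorescence, excitation 480 nm, emission 540 nm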
# A3G deaminase – APOBEC3G DNA deaminase inhibitors, primary screen, biochemical, fluorescence, single-stranded DNA substrate, uHTS | 0.28% of 330,000 active | inhibition, % at 20 µM | recombinant A3G, ssDNA deamination FAM/TAMRA fluorescence | DNA dC->dU-editing enzyme APOBEC-3G (Homo sapiens), Q9HC16;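 active means inhibition of at least 40% at 20 µM, with no more than 30% in the related APOBEC3A deaminase screen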;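 further: plate controls were DMSO wells with A3G for no effect and wells lacking A3G enzyme for full effect; some compounds called inactive have numbers as strong as hits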
# SENP6 block – SENP6 protease inhibitors, primary screen, biochemical, luminescence, uHTS | Sentrin-specific protease 6 (Homo sapiens), Q9GZR1 | Recombinant SENP6 catalytic domain, aminoluciferin luminescence | inhibition, % at 10 µM | 1.8% of 330,000 active;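 active means inhibition above about 50% at the single tested dose, limit read from the data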;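 further: plate controls were DMSO wells with enzyme for no effect and DMSO wells lacking enzyme for full effect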
# Target sequence (Q9GZR1 628-1112 limits assumed): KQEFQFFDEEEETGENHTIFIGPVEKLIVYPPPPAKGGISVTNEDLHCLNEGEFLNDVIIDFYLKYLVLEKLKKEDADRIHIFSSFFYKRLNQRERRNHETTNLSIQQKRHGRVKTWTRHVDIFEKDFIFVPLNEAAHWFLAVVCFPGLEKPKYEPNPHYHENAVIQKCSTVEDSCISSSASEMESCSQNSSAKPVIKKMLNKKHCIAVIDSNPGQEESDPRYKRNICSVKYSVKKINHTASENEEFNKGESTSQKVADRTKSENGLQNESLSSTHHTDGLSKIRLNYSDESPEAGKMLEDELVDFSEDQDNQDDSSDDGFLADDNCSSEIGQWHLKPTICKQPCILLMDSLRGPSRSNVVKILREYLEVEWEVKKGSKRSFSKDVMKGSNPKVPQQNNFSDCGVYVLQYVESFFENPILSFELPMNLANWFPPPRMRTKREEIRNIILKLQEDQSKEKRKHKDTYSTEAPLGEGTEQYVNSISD
# SENP8 block-2 – human SENP8 protease inhibitors, primary screen, biochemical, fluorescence, Nedd8 protein substrate, uHTS. Sentrin-specific protease 8 (Homo sapiens), Q96LD8. recombinant SENP8. inhibition, % at 20 µM. 0.64% of 360,000 active. AID 602440, 2012; in the data active means inhibition mostly above about 40%, no sharp cut-off; inactive means mostly below about 27%
# SENP1 inh – human SENP1 catalytic domain inhibitors, primary screen, biochemical, FRET, uHTS; 0.21% of 360,000 active; Sentrin-specific protease 1 (Homo sapiens), Q9P0U3; inhibition, % at 10 µM; recombinant SENP1 catalytic domain, CyPet-SUMO1-YPet FRET cleavage;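 active means inhibition at least 30% at 10 µM, raw YFP signal under a set limit, fluorescence ratio 0.5 to 1.5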;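 further: 0% = enzyme with DMSO and 100% = no enzyme wells; some results filed as inactive read as strong as hits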
# Target sequence (Q9P0U3 419-644 limits assumed): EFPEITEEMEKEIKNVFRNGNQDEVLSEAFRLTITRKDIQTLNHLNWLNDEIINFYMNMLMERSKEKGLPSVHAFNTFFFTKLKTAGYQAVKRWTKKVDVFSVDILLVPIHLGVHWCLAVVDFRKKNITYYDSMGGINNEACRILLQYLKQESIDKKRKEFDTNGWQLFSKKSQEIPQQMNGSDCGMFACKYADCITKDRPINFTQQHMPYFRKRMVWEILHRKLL
#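 Test system: hSENP1 catalytic domain, recombinant; Amount: 20 pM final SENP1 enzyme; Medium: Tris pH 8 buffer plus EDTA, NaCl, BME, BSA, NP40, catalase; Schedule: 50 min enzyme reaction, room temperature, light-protected; Technique: FRET fluorescence in CFP and YFP emission channels; Controls: no-enzyme wells low, DMSO-plus-enzyme wells high control.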
# SENP7 block – SENP7 protease inhibitors, primary screen, biochemical, luminescence, uHTS. Sentrin-specific protease 7 (Homo sapiens), Q9BQF6. recombinant SENP7, Z-RLRGG-aminoluciferin luminescence, 40 min. inhibition, % at 5 µM. 1.5% of 330,000 active. AID 434973, 2010;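 active means inhibition above about 50% at the single test dose, limit read from the data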;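 further: plate controls were DMSO with enzyme for no effect and no enzyme buffer wells for full effect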
# An asterisk follows results filed as active; . = no result given.
Molecule	UBC13 polyUb	SENP8 block-1	Apaf-1 inh	A3G deaminase	SENP6 block	SENP8 block-2	SENP1 inh	SENP7 block
COc1ccccc1-c1nn(-c2ccccc2)cc1C(=O)NCC(c1ccco1)N1CCCC1 (configuration not stated)	10	6	-5	-8	8	-6	-4	-2
CCC(C)(C)C1CCc2[nH]nc(C(=O)NCc3ccc(OC)cc3)c2C1 (configuration not stated)	8	10	13	-7	5	12	0	-3
O=C(c1ccccc1F)N(Cc1nc2ccccc2c(=O)[nH]1)C1CCCC1	-6	-10	9	-11	-16	7	-7	-4
CC(=NCc1ccc2c(c1)OCO2)C1=C(O)c2ccccc2C1=O	-4	8	-9	-6	-13	-15	1	1
COc1ccc(Cc2nn3c(-c4ccccc4OC)nnc3s2)cc1	7	1	7	6	16	7	1	-6
Cc1cc([N+](=O)[O-])ccc1NC(=O)COc1nsnc1N1CCOCC1	0	4	-7	-6	-40	6	0	0
COc1ccc(C2CC(c3ccc(Cl)cc3)=NN2c2ccc(S(N)(=O)=O)cc2)cc1 (configuration not stated)	.	.	17	2	.	-366	-55	2
CC(=O)N1CCN=C1SCc1ccccc1	5	0	-4	-6	-2	13	2	4
c1cncc(-c2nc(NCC3COc4ccccc4O3)c3ccccc3n2)c1 (configuration not stated)	14	-9	17	-5	-1	-45	-3	10
Cc1nc2c3cc(F)ccc3n(Cc3ccccc3)c2s1	3	-5	12	-4	2	7	-3	-6
C=C(C)C1CC=C(C)/C(=N/NC(=O)c2ccc(NC(=O)c3cccc(C)c3)cc2)C1 (configuration not stated)	-15	-12	10	-6	-25	14	-3	0
CCc1cc2c(=O)c(-c3cnn(-c4ccccc4)c3)c(C(F)(F)F)oc2c(CN(C)C)c1O	1	-8	4	-8	-16	-12	4	-4
Cc1ccc(Nc2nnc(C)c3ccccc23)c(C)c1	6	4	2	-3	-9	8	0	-3
COc1ccc(C2C(C(=O)OCC3CCCO3)=C(C)NC3=C2C(=O)CC(c2ccco2)C3)cc1O (configuration not stated)	-1	-5	-1	-4	2	-195	-5	-7
Nc1nonc1-n1nnc(C(=O)N/N=C/c2ccccc2)c1CSc1ccccc1	-7	-11	14	-7	-1	6	1	-6
COc1ccc(COc2cc(-c3cccc(OC)c3)nc3ccc(NC(=O)c4cccnc4)cc23)cc1	3	11	7	-1	6	-94	1	-1
COc1cc(OC)cc(-n2nnnc2SCC(=O)Nc2nc3c(s2)CCCC3)c1	13	-3	27	-7	-17	26	-1	9
CC(C)CNS(=O)(=O)c1ccc(CCC(=O)N2CCN(c3ccc(F)cc3)CC2)cc1	1	10	12	-8	-7	9	-1	7
O=C(Nc1ccc(Cl)cc1)c1sccc1-n1cccc1	6	8	2	-6	11	0	2	9
Nc1c(C(=O)Nc2ccccc2)c2nc3ccccc3nc2n1CCCN1CCOCC1	64*	-8	34	-10	-4	-458	-82	11
COc1ccc(/C=N/NC(=O)C(C)n2nnc3ccccc32)cc1OC (configuration not stated)	-4	-4	-5	-9	2	12	-1	0
C/C(CC(=O)Nc1ccc(OCc2ccccc2)cc1)=N\NC(=O)C(=O)Nc1cccc(C)c1	-8	-17	22	-8	-26	14	-2	-13
Cc1ccc(C(=O)C[n+]2ccc(-c3nnc4n3CCC4)cc2)cc1	-4	-6	16	-5	11	-5	-8	1
COC(=O)c1ccc(N2CCOCC2)c(NC(=O)c2cccs2)c1	-4	1	-4	-2	-3	3	0	8

# Ordered by length of the SMILES (low to high): four of the compounds above.
Molecule	UBC13 polyUb	SENP8 block-1	Apaf-1 inh	A3G deaminase	SENP6 block	SENP8 block-2	SENP1 inh	SENP7 block
COC(=O)c1ccc(N2CCOCC2)c(NC(=O)c2cccs2)c1	-4	1	-4	-2	-3	3	0	8
COc1ccc(/C=N/NC(=O)C(C)n2nnc3ccccc32)cc1OC (configuration not stated)	-4	-4	-5	-9	2	12	-1	0
Cc1ccc(C(=O)C[n+]2ccc(-c3nnc4n3CCC4)cc2)cc1	-4	-6	16	-5	11	-5	-8	1
COc1ccc(COc2cc(-c3cccc(OC)c3)nc3ccc(NC(=O)c4cccnc4)cc23)cc1	3	11	7	-1	6	-94	1	-1

# (further entries)
Molecule	UBC13 polyUb	SENP8 block-1	Apaf-1 inh	A3G deaminase	SENP6 block	SENP8 block-2	SENP1 inh	SENP7 block
CC1CCCC(C)N1C(=O)CN1C(=O)C(C)(C)Oc2ccc(C(=O)NC3CCCC3)cc21 (configuration not stated)	1	-4	-1	-4	-16	22	2	-1
O=C(Cc1c(O)c2ccccc2[nH]c1=O)OC1CCCCC1	-12	-11	-1	-2	-10	1	1	-2
CCCN(CC(=O)Nc1ccc(Cl)cc1Cl)C(=O)/C=C/c1cccc([N+](=O)[O-])c1	-18	-7	12	-11	-1	20	1	-11
COc1ccc(OC)c(-c2csc(NC(=O)Cc3ccccc3F)n2)c1	3	-8	28	-9	-20	12	1	-1
CCOc1ncccc1C(=O)NNC(=O)c1cccc(S(=O)(=O)N2CCOCC2)c1	6	6	-11	-6	-8	-2	2	-9
COC(=O)c1cc(NC(=O)c2cccnc2)ccc1N1CCOCC1	-9	1	-29	-11	-5	5	0	-1
Cc1cccc(OCCCC(=O)O)c1C	0	0	-6	-2	-1	17	2	-1
CC(C)C(=O)Nc1cccc(-c2cnc3ccccc3n2)c1	-5	-2	-16	-5	9	-44	2	-2
c1ccc2c(c1)Cc1cc(CN3CCOCC3)ccc1-2	13	-6	-2	-7	11	18	0	-5
Cc1ccc(NS(=O)(=O)c2cc(-c3n[nH]c(=O)c4ccccc34)ccc2C)cc1	4	0	26	1	11	8	1	-5
CCN(CC)C(=O)C1=C(C)NC(=S)NC1c1cn(-c2ccccc2)nc1-c1ccc(Cl)cc1 (configuration not stated)	1	4	-8	-12	-3	-1	-4	6
COc1ccc(OC)c(NC(=O)COC(=O)CN(C)S(=O)(=O)c2ccc(C)cc2)c1	0	-4	6	-6	-10	12	2	-9

# Profiles, looked up by structure.
# Record of COc1ccc(OC)c(-c2csc(NC(=O)Cc3ccccc3F)n2)c1 = UBC13 polyUb: 3; SENP8 block-1: -8; Apaf-1 inh: 28; A3G deaminase: -9; SENP6 block: -20; SENP8 block-2: 12; SENP1 inh: 1; SENP7 block: -1
# Record of c1ccc2c(c1)Cc1cc(CN3CCOCC3)ccc1-2 = UBC13 polyUb: 13; SENP8 block-1: -6; Apaf-1 inh: -2; A3G deaminase: -7; SENP6 block: 11; SENP8 block-2: 18; SENP1 inh: 0; SENP7 block: -5

# (more compounds)
Molecule	UBC13 polyUb	SENP8 block-1	Apaf-1 inh	A3G deaminase	SENP6 block	SENP8 block-2	SENP1 inh	SENP7 block
Cc1ccc(Cn2nc(C)c(NC(=O)CCCn3nc(C)c([N+](=O)[O-])c3C)c2C)cc1	-17	-5	2	-7	-17	33	-1	-1
N#CC(C(=O)OCc1ccccc1)c1nc2ccccc2nc1N1CCOCC1 (configuration not stated)	-5	9	5	-6	12	30	2	0
Cc1noc2ncnc(Oc3ccc(F)cc3)c12	-6	-6	1	-6	7	15	2	2
Cn1c(=O)[nH]c(=O)c2c1nc(Br)n2CCOc1ccccc1	-5	-3	8	-4	-20	21	2	-10
CCOC(=O)C(NC(=O)N1CCCCC1)(c1ccccc1)C(F)(F)F (configuration not stated)	-2	2	-4	0	-2	15	2	-6
O=C(CSCc1ccc(Cl)cc1)Nc1nccs1	-4	-3	-7	-7	5	13	2	-20
CNC(=O)c1ccsc1NC(=O)c1ccc(S(=O)(=O)N2CCc3ccccc32)cc1	-6	-5	10	-3	-2	-4	0	-15
Cc1nc(C(C)NC(=O)c2cc(COc3ccc(C)c(C)c3)on2)c(C)s1 (configuration not stated)	8	9	20	-4	22	4	1	2
CCOc1c(O)ccc(C2NC(=O)N(C)C(C)=C2C(=O)OC)c1[N+](=O)[O-] (configuration not stated)	0	-3	-1	1	-17	11	1	-4
Cc1ccc(-n2nnnc2SCc2nnc(-c3ccccc3Br)o2)c(C)c1	0	2	20	-3	-34	0	0	-9
CCCCCCN(C(=O)CCCCCN1C(=O)NC(c2ccc(-c3ccccc3)cc2)C(C(=O)OCc2ccccc2)=C1C)C(C)C(=O)NCCCC (configuration not stated)	2	15	17	0	-2	.	.	-7
Cc1cccc(N2CCN(C(=O)CCCSc3nc4ccccc4[nH]3)CC2)c1C	10	2	21	-2	-9	2	-1	4
COc1ccc(/C=C(/C#N)C(=O)Nc2cccc(C)c2C)cc1C(=O)O	-7	0	7	0	12	28	1	2
CCOc1ccc(NC(=O)C2C3CCC4C(CCC32)C4(Cl)Cl)cc1 (configuration not stated)	1	-8	-7	-7	-5	16	-1	-7
Cc1ccc(C)c(NC(=O)COC(=O)c2nn(C)c(=O)c3ccccc23)c1	13	4	-2	-6	8	12	1	4
CCn1nnnc1-c1ccc(OC)c(S(=O)(=O)N2CCCCC2)c1	10	-2	-1	1	-7	13	1	0
COc1cccc(C(=O)NCCNC(=O)c2ccc(C)nc2)c1	3	7	-4	-9	-2	19	0	-2
Cc1ccc(C(=O)NCC(=O)OCC(=O)N(CC(C)C)c2c(N)n(Cc3ccccc3)c(=O)[nH]c2=O)cc1	5	-1	3	3	3	32*	1	7
Nc1nc2ccc(C(=O)NCCOC(=O)C3CCCCC3)cc2s1	10	-3	-15	-8	1	-2	0	12
COc1ccc([C@@H]2[C@@H]3C(=O)N(C(C)(C)C)C(=O)[C@@H]3[C@]3(C)C(=O)N(c4cccc(F)c4)C(=O)N23)cc1	10	-5	5	12	-3	10	3	8
Cc1ccccc1C(=O)NCC(=O)N1CCN(C/C=C/c2ccccc2)CC1	16	-3	-2	-7	0	10	-1	2
O=C(Nc1ccc(N2CCN(C(=O)c3cccs3)CC2)cc1)c1ccc(Br)o1	8	-4	5	-13	0	13	4	-5
O=C(COC(=O)Cc1cn2ccsc2n1)NC12CC3CC(CC(C3)C1)C2	9	-3	-6	-3	-8	-3	-2	-1
COc1ccc(CCNC(=O)COc2ccc(S(=O)(=O)NC(C)C)cc2)cc1OC	-2	-4	3	-5	-22	4	1	1
CC1(c2nnc(-c3cccc(Cl)c3)o2)CC(c2cccc(Cl)c2)=NO1 (configuration not stated)	12	1	3	-10	-7	20	-2	-16
Cc1[nH][nH]c(=O)c1C=NCc1cccc(C(F)(F)F)c1	-8	-8	2	-4	-9	1	2	3
COc1ccc(CCN2CC(C(=O)NC3CCOCC3)CCC2=O)cc1 (configuration not stated)	1	2	-3	-4	19	3	1	-5
Cc1nc2c(C(=O)O)cnn2c(C)c1Cc1ccccc1F	20	0	-11	-6	-9	-357	-1	5
COc1ccc2c(c1)nc(NCCO)n2C	-7	-3	3	-6	-8	5	0	-5
CC(=O)c1ccccc1NS(=O)(=O)c1cccc2nonc12	1	6	5	2	8	0	2	5
Cc1nnc(-c2ccccc2)nc1N(C)C	5	0	-13	-10	-7	4	1	5
COc1cccc(/C(O)=C2\C(=O)C(=O)N(c3ccccn3)C2c2ccccc2OC)c1 (configuration not stated)	0	-4	6	11	2	5	0	-2
Cc1ccc2c(CC(=O)NCC3(N4CCOCC4)CCCCC3)coc2c1C	3	-2	8	-1	9	-17	-15	7

# Records listed above printed as active in UBC13 polyUb.
compound	UBC13 polyUb	A3G deaminase	SENP6 block	SENP1 inh	SENP7 block
Nc1c(C(=O)Nc2ccccc2)c2nc3ccccc3nc2n1CCCN1CCOCC1	64*	-10	-4	-82	11

# Screens as filed in PubChem.
